# Assay outcomes from PubChem BioAssay.
# RBBP9 inhibitor = human RBBP9 hydrolase inhibition; O75884; inhibition, % at 7.94 µM; AID 1515; recombinant RBBP9, FP-Rh probe fluorescence polarization; 0.2% of 220,000 active;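 active = inhibition above the campaign mean of all tested compounds plus 3 SD, cut at about 14% in these data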;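 note: plate controls were DMSO wells with RBBP9 for no effect and wells lacking RBBP9 protein for full effect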
#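 Material: RBBP9 protein. Amount: RBBP9 at 2.5 µM in dispensed solution, before mixing. Schedule: 30 min then 45 min, 25 °C. Medium: Tris buffer pH 8.0, NaCl, Pluronic. Measured by: fluorescence polarization. Measure: percent inhibition from mP, scaled between DMSO and no-protein wells. Replication: one well per compound.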
# Runt-CBFb FRET = inhibitors of human RUNX1 Runt domain binding to CBFb. 0.46% of 220,000 active. Q01196+Q13951. Cerulean-Runt/Venus-CBFb FRET ratio 530/480, 1 h. inhibition, % at 20 µM;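 active = inhibition over about 50% at 20 µM in the single-dose screen, limit read from the data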;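 note: 0% = DMSO wells and 100% = excess unlabeled CBFb competitor control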
# Target sequence (Q01196 whole entry, looked up, the tested form may be a part): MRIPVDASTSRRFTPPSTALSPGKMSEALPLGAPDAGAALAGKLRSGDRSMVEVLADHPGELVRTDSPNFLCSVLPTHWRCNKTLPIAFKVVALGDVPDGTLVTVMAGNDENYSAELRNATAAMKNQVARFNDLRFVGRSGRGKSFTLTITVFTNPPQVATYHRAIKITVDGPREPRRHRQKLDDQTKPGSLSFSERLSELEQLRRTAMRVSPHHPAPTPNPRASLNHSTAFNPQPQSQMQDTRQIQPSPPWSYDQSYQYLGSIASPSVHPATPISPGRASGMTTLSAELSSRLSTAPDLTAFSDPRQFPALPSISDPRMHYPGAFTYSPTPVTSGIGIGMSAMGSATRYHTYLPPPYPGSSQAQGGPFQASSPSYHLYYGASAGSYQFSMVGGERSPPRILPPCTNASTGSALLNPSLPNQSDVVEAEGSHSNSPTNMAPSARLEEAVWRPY
# Target sequence (Q13951 whole entry, looked up, the tested form may be a part): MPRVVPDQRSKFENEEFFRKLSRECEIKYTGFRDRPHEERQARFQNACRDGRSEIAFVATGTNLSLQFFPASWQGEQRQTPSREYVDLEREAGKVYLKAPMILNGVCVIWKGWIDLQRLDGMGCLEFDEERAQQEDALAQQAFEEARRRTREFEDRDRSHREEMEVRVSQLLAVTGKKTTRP
#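 Doses: 20 µM compound in 1% DMSO | Material: Cerulean-labeled Runt domain protein | Amount: Each fluorescent fusion protein 100 nM | Schedule: Two 1 h room-temperature incubations shielded from light | Measured by: FRET fluorescence | Evaluation: Loss of energy transfer signal | Controls: Unlabeled CBFb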
# Runt-SMMHC FRET = blocks binding of human RUNX1 Runt domain to CBFb-SMMHC | Cerulean-Runt/Venus-CBFb-SMMHC FRET ratio 530/480, 1 h | AID 1434 | inhibition, % at 20 µM | Q01196+Q13951 | 0.74% of 220,000 active;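 active = mean inhibition across duplicate retests at 20 µM reaching about 50%, limit read from the data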;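 note: 0% = DMSO wells and 100% = wells with excess untagged CBFb-SMMHC; inhibitors lower the FRET ratio by blocking Runt binding to CBFb-SMMHC; some results filed as inactive read as strong as hits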
# EP2 modulator = EP2 receptor (human) modulation; EP2-expressing cells, cAMP HTRF FRET, PGE2 co-stimulation; induction, % at 25 µM; 0.83% of 260,000 active; P43116; AID 940;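 active = compounds whose cAMP rise, as percent of the full-agonist control response, exceeds 60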;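 note: rat C6 glioma line stably carrying human EP2 under a CMV promoter; the protocol text gives 20 µM as final concentration; 100% = response of wells given 1 µM PGE2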
# Target sequence (P43116 whole entry, looked up): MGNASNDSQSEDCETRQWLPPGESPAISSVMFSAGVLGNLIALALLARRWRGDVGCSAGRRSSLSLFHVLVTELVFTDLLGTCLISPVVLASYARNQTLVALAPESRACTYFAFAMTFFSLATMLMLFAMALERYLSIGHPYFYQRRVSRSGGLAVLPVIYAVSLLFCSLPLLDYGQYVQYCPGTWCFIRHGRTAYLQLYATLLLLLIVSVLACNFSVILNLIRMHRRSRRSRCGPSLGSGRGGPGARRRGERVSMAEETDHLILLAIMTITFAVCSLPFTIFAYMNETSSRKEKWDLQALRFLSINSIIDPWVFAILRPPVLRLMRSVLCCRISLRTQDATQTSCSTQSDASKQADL
# PERK inhibitor = inhibitors of human PERK kinase | 0.17% of 220,000 active | CHO PERK-DD fusion, SEAP luminescence translation reporter | Q9NZJ5 | inhibition, % at 5.6 µM | AID 1416;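 active = inhibition above the mean inhibition of all tested compounds plus 3 SD, set separately per screening campaign, cut at about 2.9% in these data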;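 note: PERK kinase domain activated by AP20187 dimerizer at 100 nM; 0% = DMSO with dimerizer and 100% = rapamycin at 8.4 µM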
# Hck Nef HTS = inhibitors of human Hck kinase activated by Nef; P08631; Recombinant Hck-YEEI plus Nef, Z-Lyte FRET kinase assay; inhibition, % at 20 µM; 0.68% of 220,000 active;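 active = Hck-Nef kinase inhibition above about 50%, limit read from the data; inactive = inhibition below that limit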;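 note: 0% = DMSO with Hck plus Nef and 100% = Hck alone without Nef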
# PGE2 EP2 inh = EP2 receptor (human) inhibition; 0.52% of 260,000 active; C6 glioma cells expressing human EP2, cAMP TR-FRET; cells stimulated with saturating PGE2; inhibition, % at 25 µM;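 active = percent inhibition above 40 after rounding to a whole number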;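 note: rat C6 glioma host cells with rolipram phosphodiesterase inhibitor present; the protocol text gives 20 µM as final concentration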
# TNF death inh = blocks TNF-alpha induced death of Jurkat FADD-/- cells; AID 463075; Jurkat FADD-/- TNF necroptosis rescue, ATP luminescence, 24 h; 0 = TNF only, 100 = no-TNF cells; activation (protection from cell death), % at 10 µM; 0.068% of 220,000 active;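 active = activation, meaning protection from cell death, of at least 50% relative to plate controls; inactive = activation below 50%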;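 note: necroptosis triggered by 40 ng/mL TNF-alpha added together with compound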
# zVAD death inh = blocks zVAD induced death of L929 cells; L929 zVAD necroptosis rescue, ATP luminescence, 24 h; with zVAD 60 µM; viability rescue, % at 10 µM; 0.38% of 220,000 active; AID 1377;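 active = activation, scaled between plate controls, above about 75%, limit read from the data; inactive = activation under that limit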;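 note: 0% = zVAD with DMSO and 100% = DMSO alone without zVAD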
# Active calls of the source: *; . = not tested or not shown. Some of the compounds tested (hit frequency here may not be typical).
SMILES,RBBP9 inhibitor,Runt-CBFb FRET,Runt-SMMHC FRET,EP2 modulator,PERK inhibitor,Hck Nef HTS,PGE2 EP2 inh,TNF death inh,zVAD death inh
CC(=O)c1c(C(=O)O)[nH]c(C(=O)O)c1C,-6,0,9,24,1.4,-37,4,-0.2,6.1
Cc1c(C(=O)N/N=C/c2ccccc2)[nH]c2ccc(Cl)cc12,-2,2,-1,-20,1.4,3,10,-11,2.0
Cc1cc(C)n(C2CCCCC2OC(=O)c2ccccc2F)n1 (stereo unspecified),-5,-1,-1,11,0.6,-1,5,-0.4,0.2
COc1ccc(-n2c(NC(=O)c3ccc(Br)o3)c(C#N)c3nc4ccccc4nc32)cc1,-10,88*,44,6,-0.6,18,.,-4.0,0.2
COc1ccc(N(CC(=O)NCc2ccco2)S(C)(=O)=O)cc1Cl,-5,1,-3,24,0.5,2,13,1.6,1.5
COc1ccc(CN=CC2=C(O)CNC2=O)cc1,-9,0,2,20,1.7,-23,8,1.0,0.1
CC(C)c1ccc(C2NC(C(=O)O)CS2)cc1 (stereo unspecified),0,1,-3,-15,0.7,1,1,0.0,0.0
N#CC(C#N)=C(Nc1ccc(F)cc1)SCc1cccc(F)c1,-4,0,2,-19,-0.1,1,16,-15,0.7
CCc1cc(C(=O)OC)c(NC(=O)CC2Nc3cc(C)c(C)cc3NC2=O)s1 (stereo unspecified),-7,-1,-10,13,1.5,0,14,0.7,-0.1
COc1cccc(OCCNc2cc(N3CCCCC3)ccc2[N+](=O)[O-])c1,-4,-2,-4,-13,1.2,0,9,-0.7,0.4

# Record cards, as listed above:
# Record of `COc1ccc(-n2c(NC(=O)c3ccc(Br)o3)c(C#N)c3nc4ccccc4nc32)cc1` : RBBP9 inhibitor: -10; Runt-CBFb FRET: 88*; Runt-SMMHC FRET: 44; EP2 modulator: 6; PERK inhibitor: -0.6; Hck Nef HTS: 18; PGE2 EP2 inh: .; TNF death inh: -4.0; zVAD death inh: 0.2
# Record of `Cc1cc(C)n(C2CCCCC2OC(=O)c2ccccc2F)n1` (stereo unspecified) : RBBP9 inhibitor: -5; Runt-CBFb FRET: -1; Runt-SMMHC FRET: -1; EP2 modulator: 11; PERK inhibitor: 0.6; Hck Nef HTS: -1; PGE2 EP2 inh: 5; TNF death inh: -0.4; zVAD death inh: 0.2

# The list continues.
SMILES,RBBP9 inhibitor,Runt-CBFb FRET,Runt-SMMHC FRET,EP2 modulator,PERK inhibitor,Hck Nef HTS,PGE2 EP2 inh,TNF death inh,zVAD death inh
N#C/C(=C/c1ccc(-c2ccc(C(=O)O)c(Cl)c2)o1)C(=O)NCC1CCCO1 (stereo unspecified),-3,5,24,12,0.6,7,6,1.5,1.0
Cc1cc(C)c(C#N)c(SCC(=O)OC2CCCCC2)n1,-7,0,3,15,0.1,-10,4,1.8,1.8
Cc1ccc2nc(CSc3nnc4ccccn34)cc(=O)n2c1,7,-1,0,-13,0.5,13,2,-0.5,0.9
Cn1c(-c2ccc(Br)o2)nc2cc(Br)ccc21,-6,9,9,-21,-0.3,3,7,-4.8,-0.2
CC(=O)c1cc(C#N)c(NCc2ccccc2)nc1C,-3,-2,0,16,0.6,0,2,-0.3,0.6
COc1ccc(CC(=O)N2CCN(c3ccccn3)CC2)cc1,-6,-4,6,5,-0.2,-6,14,-0.1,0.8
Cc1ccc(C(=O)Nc2nnc(-c3ccc(C(C)(C)C)cc3)s2)cc1,-15,-2,-1,26,1.6,2,29,0.0,1.4
CCOc1cc(N2CCOCC2)c(OCC)cc1NC(=O)C1CCCC1,1,0,0,-1,-0.4,-1,2,0.9,-0.2
CCN1CCC2(CC1)Oc1c(OC)cccc1C1CC(c3cccnc3)=NN12 (stereo unspecified),5,0,4,5,0.2,-11,3,1.0,0.7
O=C(/C=C/c1ccc(-c2ccccc2[N+](=O)[O-])o1)c1ccc(Br)cc1,-7,7,-5,21,0.9,1,5,-5.4,0.2
Fc1ccc(CNC(=S)Nc2ccc(Cl)cc2Cl)cc1,-11,3,1,1,0.4,-1,7,-0.7,-0.4
CCOc1cc(/C=C2\SC(=O)N(c3ccc(O)cc3)C2=O)ccc1O,-11,-28,-74,24,1.8,-9,12,3.2,0.6
O=C(Nc1ccc([N+](=O)[O-])cc1)C1C(c2ccccc2)=C1c1ccccc1,2,1,-1,7,1.0,-1,8,-1.7,-0.2
CNC(=O)C1CC(=O)N(Cc2ccc3c(c2)OCO3)C(=Nc2ccc(F)cc2)S1 (stereo unspecified),-7,-1,0,9,0.9,2,12,-2.3,-0.3
Cc1ccc[n+](Cc2ccc([N+](=O)[O-])cc2)c1,-4,-1,2,-10,0.1,22,3,-0.8,8.9
O=C(N/N=C/c1ccc(Cl)cc1)C(=O)N1CCCCCC1,0,.,.,3,0.3,22,5,1.7,13
Cc1ccc(-c2nn(-c3ccccc3)cc2/C=N/NS(=O)(=O)c2ccccc2)cc1,-12,-7,-2,30,-0.8,-2,2,-1.7,0.3
Nc1cc(=O)nc(SCC(=O)Nc2ccccc2)n1-c1ccccc1,-8,0,4,30,0.4,3,6,1.6,.
CC1=C(C(=O)Nc2ccccc2)C(c2ccncc2)C(C#N)=C(SCC(=O)Nc2ccccc2)N1 (stereo unspecified),-8,1,-2,6,-0.6,16,6,3.6,0.8
COc1ccc(Nc2ncnc3sc(-c4ccccc4)cc23)cc1OC,-2,-3,-6,-52,-0.9,5,10,3.6,4.0
CC/C(=N\NC(=O)CSCc1ccc(Cl)cc1)c1ccc2c(c1)OCCO2,-12,0,-3,-53,0.4,1,5,18,-0.3
COc1ccc(S(=O)(=O)NN(C)c2nc(C(F)(F)F)nc3ccccc23)cc1,-7,2,2,-14,0.1,19,15,-2.9,0.9
C/C(=N\NC(=O)c1ccccc1)c1ccc2c(c1)OCO2,-12,1,0,-21,0.1,-16,5,-0.4,0.8
Cc1ccc(-c2nc(NC(=O)c3nn(C)cc3[N+](=O)[O-])sc2C)cc1C,-1,-1,2,-29,-2.3,1,.,-13,14
COc1ccccc1C/C(N)=N/OC(=O)COc1cccc2ccccc12,-11,-4,4,-6,-0.8,0,4,-0.2,-0.4
Cc1ccc2c(c1)sc1ncc(NC(=O)c3ccccc3)c(=O)n12,4,.,.,.,0.4,27,.,0.1,1.1
COc1ccc(Cl)cc1NC(=O)CN(C)C(C)C(=O)NCC1CCCCC1 (stereo unspecified),1,-1,1,-3,-0.5,2,-1,6.9,1.8
O=C(CCn1[nH]c(=O)c2ccccc2c1=O)N1CCOCC1,2,1,-1,25,0.7,5,2,0.9,0.1
COc1ccc(C)cc1N(CC(=O)N1CCc2ccccc2C1)S(C)(=O)=O,-6,3,-1,20,0.6,16,3,0.5,-0.2
O=C1CC(N2CCN(c3ccc(S(=O)(=O)N4CCOCC4)cc3)CC2)C(=O)N1Cc1ccccc1 (stereo unspecified),1,-1,2,-2,0.5,0,9,1.0,-0.2
COc1ccc2nc(N)sc2c1,-8,-2,5,19,1.4,0,5,-2.9,0.1
CCOC(=O)C1CCCN(c2c(NCCCN3CCCC(C)C3)c(=O)c2=O)C1 (stereo unspecified),-1,5,-1,6,1.4,8,11,0.3,3.6
Cc1ccc(S(=O)(=O)NCC(c2ccccc2)N2CCCCC2)cc1 (stereo unspecified),-6,0,0,39,-1.1,15,14,2.0,-0.5
O=C1CC(c2nc3ccccc3[nH]2)CN1Cc1ccccc1 (stereo unspecified),-8,-2,-1,1,0.4,18,13,0.8,0.8
O=C(CCc1nnc(Cc2ccc3c(c2)OCO3)o1)N(CC1CCC1)CC1CCCO1 (stereo unspecified),0,2,2,6,-1.5,15,9,-0.1,-0.3
Cn1c(SCC(=O)NCc2cccs2)nnc1-c1cccs1,-12,0,-2,12,0.0,1,13,-0.3,-0.1
CCN1CCN(C(=O)C23CCC(C)(C(=O)C2Br)C3(C)C)CC1 (stereo unspecified),5,2,-1,24,0.8,22,7,4.9,-0.9
COc1ccc(NC(=O)C2CCCO2)cc1 (stereo unspecified),-5,0,-1,16,0.4,-1,4,-0.9,0.1
CC(=O)c1cc(CN2CCC(N3CCC(C(=O)N4CCCC4)CC3)CC2)cs1,9,.,.,-37,1.0,20,12,1.6,0.4
CC(C)(CO)NC12CC3CC(CC(C3)C1)C2,-5,-3,-4,7,0.7,32,4,0.5,0.3
COc1cc2c(cc1OC)C1=NC(=O)CN1C(SCc1ccc(C)cc1)=N2,-6,4,4,15,-1.6,1,8,-3.9,0.3
CCC(=O)Nc1cccc(C(=O)/C=C/c2cccs2)c1,-13,-1,-1,-78,-0.2,13,3,-6.1,1.3
COc1cc(-c2[nH]nc3c2C(c2ccoc2)C(C#N)=C(N)O3)cc(OC)c1OC (stereo unspecified),3,-4,-5,-55,0.3,2,32,-6.4,-0.1
Cc1ccc(Cl)cc1NC(=S)N1CCC(c2ccccc2)C1 (stereo unspecified),-8,2,-9,-2,-1.4,21,4,1.4,17
CC(C)=CC(=O)OCC(=O)NC1CCCc2ccccc21 (stereo unspecified),-4,0,0,20,0.6,-5,7,-0.3,-0.6
O=C(NNc1cccc(Cl)n1)c1c(F)cccc1F,-6,0,0,-16,0.5,4,5,-0.1,1.3
CN(c1ccccc1)c1cc(=O)[nH]c(=O)[nH]1,-7,4,8,31,1.7,2,9,1.2,-0.1
O=C(Cc1ccccc1)NCc1ccc2c(c1)OCO2,9,3,2,31,0.6,-2,14,2.4,-0.1
O=C(C(Cc1ccccc1)N1C(=O)C2C3C=CC(C3)C2C1=O)N1CCCCC1 (stereo unspecified),-9,-2,-3,27,-1.0,-10,14,-1.5,0.0
CC(=O)Nc1ccc2sccc2c1,-2,0,-1,-18,0.3,12,10,-0.6,-0.8

# Only Runt-SMMHC FRET and Runt-CBFb FRET (five entries from above):
Molecule,Runt-SMMHC FRET,Runt-CBFb FRET
O=C(Cc1ccccc1)NCc1ccc2c(c1)OCO2,2,3
O=C(C(Cc1ccccc1)N1C(=O)C2C3C=CC(C3)C2C1=O)N1CCCCC1 (stereo unspecified),-3,-2
Cc1ccc(Cl)cc1NC(=S)N1CCC(c2ccccc2)C1 (stereo unspecified),-9,2
CN(c1ccccc1)c1cc(=O)[nH]c(=O)[nH]1,8,4
CC(C)=CC(=O)OCC(=O)NC1CCCc2ccccc21 (stereo unspecified),0,0
